# MITF inh – human MITF inhibition, primary screen; O75030; inhibition, % at 2.6 µM; 650,000 tested, 0.91% active; AlphaScreen MITF homodimerization, bead proximity signal; in the data active = inhibition above about 50%;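 note: 0% = vehicle wells with protein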
# GPR151 ag – human GPR151 activation; activation, % at 11.2 µM; 650,000 tested, 1% active; PathHunter beta-arrestin GPR151 cells, luminescence; Q8TDV0; in the data active = activation above about 4.9%;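 note: 0% = median of compound wells and 100% = cells with positive control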
# TEAD-YAP inh – TEAD-YAP interaction inhibition | inhibition, % at 9.12 µM | HEK-TIYL cells, TEAD-Gal4/YAP UAS-luciferase luminescence | AID 1259422 | 640,000 tested, 1.4% active; in the data active = inhibition above about 32%;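 note: 0% = median of test compound wells and 100% = reference inhibitor wells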
# FBW7 activator – human FBW7 E3 ligase activation, primary screen. Q969H0. AlphaScreen FBW7–phospho-cyclin E peptide binding, activator screen. normalized activity (activation), % at 26.1 µM. 650,000 tested, 0.13% active. AID 1259310; in the data active = normalized activity above about 1.9%;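 note: purified mutant Fbw7 with reduced substrate affinity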
# Target sequence (Q969H0 whole entry, looked up): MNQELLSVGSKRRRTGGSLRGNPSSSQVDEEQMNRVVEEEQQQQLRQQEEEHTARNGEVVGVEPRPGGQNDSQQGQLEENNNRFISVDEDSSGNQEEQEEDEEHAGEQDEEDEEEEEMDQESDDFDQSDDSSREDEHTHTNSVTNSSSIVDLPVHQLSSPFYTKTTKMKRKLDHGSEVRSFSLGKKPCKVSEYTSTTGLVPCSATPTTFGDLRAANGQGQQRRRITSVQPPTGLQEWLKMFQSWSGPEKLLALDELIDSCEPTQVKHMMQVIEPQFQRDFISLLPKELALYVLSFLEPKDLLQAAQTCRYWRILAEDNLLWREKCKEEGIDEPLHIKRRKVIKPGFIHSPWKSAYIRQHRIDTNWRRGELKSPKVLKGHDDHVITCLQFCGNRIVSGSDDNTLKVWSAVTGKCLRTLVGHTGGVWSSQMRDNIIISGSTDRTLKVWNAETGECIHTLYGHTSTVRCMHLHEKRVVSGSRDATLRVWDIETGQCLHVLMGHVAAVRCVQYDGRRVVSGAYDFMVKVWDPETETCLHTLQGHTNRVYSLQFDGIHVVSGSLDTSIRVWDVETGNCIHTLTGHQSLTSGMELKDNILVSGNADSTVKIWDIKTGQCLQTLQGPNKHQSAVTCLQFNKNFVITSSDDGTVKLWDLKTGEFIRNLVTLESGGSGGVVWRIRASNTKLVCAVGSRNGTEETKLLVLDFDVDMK
# Starred values were filed as active, the others as inactive; nt = not tested or not shown.
SMILES,MITF inh,GPR151 ag,TEAD-YAP inh,FBW7 activator
Nc1nc2ccccc2n1CCOc1cccc2ccccc12,-2,2.6,17,0.0
O=C(CNS(=O)(=O)c1ccccc1)OCc1ccc(Cl)cc1,7,-0.6,3,0.3
CCCn1c(O)c(C=NCC2CCCCC2)c(=O)[nH]c1=S,-5,0.4,-3,0.1
On1nnc2cc(C(F)(F)F)ccc21,13,1.1,0,-0.1
Cc1cc(C)c2oc(-c3cccc(NC(=O)c4cccc(Br)c4)c3)nc2c1,2,0.2,4,0.2
COc1ccc(NC(=O)CN(CCc2ccccc2)S(=O)(=O)c2ccccc2)c(OC)c1,-1,2.6,-10,0.1
COc1ccc(/C=N/NC(=O)CCC2C(=O)NN=C2C)cc1O (stereo not drawn),8,0.3,-3,0.0
COc1ccc(C(=O)Nc2ccc3nsnc3c2)cc1OC,7,-5.1,-65,0.1
COc1ccc(/C=c2/sc3nc(-c4cccnc4)nn3c2=O)cc1OC,9,-0.1,-5,-0.2
CCOc1ccc(NC(=O)CCC(=O)N/N=C/c2ccc3c(c2)OCO3)cc1,-1,-0.3,-1,-0.1
Oc1ccccc1N1CCN(CC(O)COCC2CCCO2)CC1 (stereo not drawn),47,0.7,-7,-0.1
O=C(NN=C1CCCC1)c1cc2ccccc2cc1O,-7,-1.4,3,0.2
CC(C(=O)NCc1cccc(F)c1)n1sc2ccccc2c1=O (stereo not drawn),-4,2.4,-11,-0.2
Cc1cccc(-n2c(CNC(=O)c3ccc(S(=O)(=O)N4CCOCC4)cc3)nnc2SCC(=O)N2CCc3ccccc32)c1,8,-1.0,15,0.3
COc1ccc(C2/C(=C(\O)c3ccccc3)C(=O)C(=O)N2c2nc3ccc(Br)cc3s2)cc1 (stereo not drawn),10,-0.5,-1,0.5
COC(=O)c1ccc(COc2ccc(C3NC(=O)NC(C)=C3C(=O)N(C)C)cc2)cc1 (stereo not drawn),9,-1.2,4,0.1
Fc1ccccc1N1CCN(c2nc3ccccc3n3cnnc23)CC1,0,-0.3,-2,-0.2
Cc1ccc(O)c(/C=N/NC(=O)c2ccccc2)c1,26,-1.6,59*,-1.9
CCOc1ccc(CN2CCN(C(=O)c3ccco3)CC2)cc1,33,1.4,-9,0.0
CN(C)c1ccc(C(=O)OCc2ccccc2F)cc1,-6,0.1,-32,0.0
O=C(CNC1CCCCC1)Nc1c2c(nc3c1CCC3)CCCC2,74*,0.4,3,-0.2
CC(C)CNc1ccc(-c2cccc(Cl)c2)cn1,13,-0.4,-77,-0.3
O=C(Nc1ccc(Cc2ccncc2)cc1)C12CC3CC(CC(C3)C1)C2,0,1.7,1,-0.1
CC(=O)N1CCc2cc(C(O)CN3CCN(c4cccc(Cl)c4)CC3)ccc21 (stereo not drawn),4,2.2,-6,0.2
CSc1cccc(NC(=O)Nc2ccccc2)c1,-6,1.0,-38,-0.1

# The list goes on.
SMILES,MITF inh,GPR151 ag,TEAD-YAP inh,FBW7 activator
O=C(Nc1ccc(O)cc1)c1ccc(Cl)c(Cl)c1,12,-0.5,-6,0.2
CCCNC(=O)Cn1nc(C)c([N+](=O)[O-])c1C,-18,-1.2,-1,-0.1
CC(C)NC(=O)c1ccccc1Oc1ccccc1,-5,-0.1,1,0.0
N#Cc1cc(-c2ccnc(Nc3ccncc3)n2)cc(N2CCOCC2)c1,-12,-0.7,-7,0.1
CCOC(=O)C(=O)N1c2ccccc2C(Nc2ccccc2)CC1C (stereo not drawn),-9,-0.9,5,0.0
CCCCc1ncc(/C=C(\Cc2cccs2)C(=O)O)n1Cc1ccc(C(=O)O)cc1,-9,-1.1,2,0.0
O=C1N[C@H](Cc2ccccc2)C(=O)N2C[C@@H](NCc3cnn(-c4cccc(F)c4)c3)C[C@@H]12,11,-0.2,6,0.2
CCOc1ccc(NC(=O)c2cc3cc(Br)ccc3oc2=O)cc1,8,0.4,-6,0.0
CCOCCCNC(=O)NC(=O)CN1C(=O)NC(C)(c2cccc3ccccc23)C1=O (stereo not drawn),2,0.5,-1,0.0
Cc1cc(C)c(S(=O)(=O)Nc2cc3c4c(c2)C(C)C(=O)N4CCC3)c(C)c1 (stereo not drawn),8,0.4,12,-0.1
Cc1ccc(C(=O)Nc2ccc(CN3CCOCC3)cc2)c(C)c1,2,3.7,12,-0.1
Oc1ccc(Nc2nccn3c(-c4ccc(F)cc4)cnc23)cc1,-16,-0.5,53*,0.0
C=C(C)Cn1c(Cc2ccccc2)n[nH]c1=S,7,0.2,-2,-0.1
Cc1cccc(NC(=O)c2cccc(-n3cc(NC(=O)Cc4ccccc4)cn3)c2)c1,16,0.9,-1,0.7
Cc1cc(OC(=O)c2ccccc2Cl)ccc1N1C(=O)CCC1=O,16,-0.2,-5,0.4
N#Cc1c(-c2ccco2)c2c([nH]c1=S)CCC2,8,-0.1,2,-0.2
CCCC(O)(C(=O)NN)c1ccccc1 (stereo not drawn),19,-0.3,-8,0.1
CCCCC[C@H](O)/C=C/[C@H]1C(=O)C[C@H](O)[C@@H]1C/C=C\CCCC(=O)NCCO,-4,0.3,nt,nt
CC(C)(C)CC(C)(C)c1ccc(OCC(=O)NNC(=O)c2ccccc2C(=O)O)cc1,1,1.7,-4,0.1
COc1ccc(NC(=O)CSc2nnc3c(n2)[nH]c2ccc(OC)cc23)cc1,-2,-1.1,6,0.0
Cc1cccc(CN(CC(N)=O)S(=O)(=O)c2ccc(Cl)cc2)c1,-4,1.8,0,-0.1
O=C(Cc1ccccc1)c1cc2cc(-c3ccncc3)ccc2[nH]1,6,1.7,-1,0.0
O=C(Nc1ccccc1C(=O)NC1CCCCC1)c1ccco1,-11,-0.2,-4,-0.4
O=C(Nc1c(F)cc(F)cc1Br)c1cc(S(=O)(=O)NCc2ccccc2)ccc1F,27,-0.2,11,0.8
CCOC(=O)c1c(C)oc2cc(Br)c(OCC(=O)C(C)(C)C)cc12,-2,0.5,1,-0.1

# For reference, part of the list above.
SMILES,MITF inh,GPR151 ag,TEAD-YAP inh,FBW7 activator
On1nnc2cc(C(F)(F)F)ccc21,13,1.1,0,-0.1
Cc1cc(C)c2oc(-c3cccc(NC(=O)c4cccc(Br)c4)c3)nc2c1,2,0.2,4,0.2
COc1ccc(NC(=O)CN(CCc2ccccc2)S(=O)(=O)c2ccccc2)c(OC)c1,-1,2.6,-10,0.1
COc1ccc(/C=N/NC(=O)CCC2C(=O)NN=C2C)cc1O (stereo not drawn),8,0.3,-3,0.0
COc1ccc(C(=O)Nc2ccc3nsnc3c2)cc1OC,7,-5.1,-65,0.1
COc1ccc(/C=c2/sc3nc(-c4cccnc4)nn3c2=O)cc1OC,9,-0.1,-5,-0.2
CCOc1ccc(NC(=O)CCC(=O)N/N=C/c2ccc3c(c2)OCO3)cc1,-1,-0.3,-1,-0.1
Oc1ccccc1N1CCN(CC(O)COCC2CCCO2)CC1 (stereo not drawn),47,0.7,-7,-0.1
O=C(NN=C1CCCC1)c1cc2ccccc2cc1O,-7,-1.4,3,0.2
CC(C(=O)NCc1cccc(F)c1)n1sc2ccccc2c1=O (stereo not drawn),-4,2.4,-11,-0.2
Cc1cccc(-n2c(CNC(=O)c3ccc(S(=O)(=O)N4CCOCC4)cc3)nnc2SCC(=O)N2CCc3ccccc32)c1,8,-1.0,15,0.3
COc1ccc(C2/C(=C(\O)c3ccccc3)C(=O)C(=O)N2c2nc3ccc(Br)cc3s2)cc1 (stereo not drawn),10,-0.5,-1,0.5
COC(=O)c1ccc(COc2ccc(C3NC(=O)NC(C)=C3C(=O)N(C)C)cc2)cc1 (stereo not drawn),9,-1.2,4,0.1
Fc1ccccc1N1CCN(c2nc3ccccc3n3cnnc23)CC1,0,-0.3,-2,-0.2
Cc1ccc(O)c(/C=N/NC(=O)c2ccccc2)c1,26,-1.6,59*,-1.9
CCOc1ccc(CN2CCN(C(=O)c3ccco3)CC2)cc1,33,1.4,-9,0.0
CN(C)c1ccc(C(=O)OCc2ccccc2F)cc1,-6,0.1,-32,0.0
O=C(CNC1CCCCC1)Nc1c2c(nc3c1CCC3)CCCC2,74*,0.4,3,-0.2
CC(C)CNc1ccc(-c2cccc(Cl)c2)cn1,13,-0.4,-77,-0.3
O=C(Nc1ccc(Cc2ccncc2)cc1)C12CC3CC(CC(C3)C1)C2,0,1.7,1,-0.1
CC(=O)N1CCc2cc(C(O)CN3CCN(c4cccc(Cl)c4)CC3)ccc21 (stereo not drawn),4,2.2,-6,0.2
CSc1cccc(NC(=O)Nc2ccccc2)c1,-6,1.0,-38,-0.1
O=C(Nc1ccc(O)cc1)c1ccc(Cl)c(Cl)c1,12,-0.5,-6,0.2
CCCNC(=O)Cn1nc(C)c([N+](=O)[O-])c1C,-18,-1.2,-1,-0.1
CC(C)NC(=O)c1ccccc1Oc1ccccc1,-5,-0.1,1,0.0

# Continuation:
SMILES,MITF inh,GPR151 ag,TEAD-YAP inh,FBW7 activator
CC(=O)Nc1cccc2c1C(=O)N(c1ccccc1OC(C)=O)C2=O,19,-1.3,2,0.1
COc1cc2[nH]c(=S)n(CCC3=CCCCC3)c(=O)c2cc1OC,-1,-1.0,-11,0.0
COc1ccc(/C=C2/NC(=O)NC2=O)c(OC)c1OC,4,0.7,9,0.0
CC1(C)CC(=O)C2=C(C1)OC1=C(C(=O)CC(C)(C)C1)C2c1ccc(-c2ccccc2[N+](=O)[O-])o1,19,-1.5,5,-0.1
CCCOc1ccc(C2C(=O)N(C3CCCCC3)CC(=O)N2Cc2ccc(F)cc2)cc1OC (stereo not drawn),13,-0.6,4,0.0
O=C(Nc1ccc2oc(-c3cccc(Br)c3)nc2c1)c1ccc([N+](=O)[O-])cc1,15,0.0,-6,0.0
CC(=O)N1CCc2cc(S(=O)(=O)N3CCCCC3C)ccc21 (stereo not drawn),-5,0.9,-1,0.1
Cc1ccc(N(Cc2ccc(Br)cc2)C(=O)c2ccccc2[N+](=O)[O-])cc1,7,0.2,9,0.0
Cc1ccc(-n2nc3c(c2NC(=O)c2ccc([N+](=O)[O-])cc2)CS(=O)(=O)C3)c(C)c1,11,-0.1,4,0.6
N#Cc1c(Cl)nsc1-c1ccccc1,-12,-0.8,4,0.1
O=C(COC(=O)c1cc(-c2ccc(Cl)cc2)nc2ccccc12)c1ccc(Br)cc1,-2,1.3,-7,0.0
C=C(C)Cn1c(SCCCO)nc2c1c(=O)[nH]c(=O)n2C,7,1.1,-17,-0.1
CC1(C)C2([N+](=O)[O-])CN3CC1([N+](=O)[O-])CN(C2)C3c1ccco1 (stereo not drawn),9,-0.1,0,0.2
Cc1ccc(OC(=O)N2CCN3C(=O)[C@H](CC(C)C)N(C)C(=O)[C@H]3C2)cc1,11,1.8,6,0.0
O=C(NC1CCCC1)C1c2ccccc2C(=O)N2CCc3ccccc3C12 (stereo not drawn),-5,0.7,4,0.0
Cc1ccc(-n2nc3c(c2NC(=O)C2(c4ccc(Cl)cc4)CCCC2)CSC3)cc1,-58,3.8,-9,-0.1
COc1cc(OC)cc(C(=O)N=c2sc3c4ccccc4ccc3n2C)c1,13,-2.0,1,0.8
CSCCC(=O)NCC1Cc2cc(F)cc(-c3cncnc3)c2O1 (stereo not drawn),8,-0.9,-11,-0.1
COCCNC(=O)N1CCN(c2nc3ccccc3[nH]2)CC1,7,-0.3,5,0.4
O=c1[nH]c2ccccc2n1CCN1CCOCC1,-4,0.7,3,0.0
COc1ccc(C(=O)OCC(=O)Nc2sc3c(c2C#N)CCC3)cc1OC,0,0.1,-3,0.1
O=C(Cc1ccc(F)cc1)Nc1c2c(nn1-c1ccc([N+](=O)[O-])cc1)CS(=O)(=O)C2,-14,-0.1,-7,-0.3
CCCCOc1ccc(C(O)(CCC)CCN2CCOCC2)cc1 (stereo not drawn),-5,-0.8,13,-0.2
COc1ccc(CCNC(=O)c2ccnc(-c3cccc(C(C)=O)c3)c2)cc1,14,-2.1,-6,0.2
CC(=O)c1c(OCC(N)=O)ccc2c(C)cc(=O)oc12,19,2.6,2,0.2

# Following part:
SMILES,MITF inh,GPR151 ag,TEAD-YAP inh,FBW7 activator
CCOC(=O)c1c(NC(=O)c2ccc(C)c([N+](=O)[O-])c2)sc2c1CCCC2,6,2.2,-7,0.2
O=C(O)CCCCCNc1ccc(C(F)(F)F)cc1[N+](=O)[O-],2,0.4,4,0.1
CCNc1nc(SCC(N)=O)nc2sc3c(c12)CCN(C)C3,12,-0.4,-5,-0.3
COc1ccccc1NC(=O)CCNS(=O)(=O)c1cc(Br)cnc1N,7,0.0,7,0.0
CCN1C(=O)C(=Cc2cccn2-c2ccc(O)cc2)C(=O)N(CC)C1=S,12,2.0,9,-0.4
CSc1ccc(S(=O)(=O)NC2CC2)cc1,11,-0.1,1,0.2
COc1ccc(OCC(O)Cn2c(NCc3ccco3)nc3c2c(=O)[nH]c(=O)n3C)cc1 (stereo not drawn),2,-1.0,8,0.2

# High-throughput results: PubChem, The Scripps Research Institute Molecular Screening Center
